# Pol eta inh: inhibitors of human DNA polymerase eta. 390,000 tested, 1.2% active. recombinant Pol eta, fluorescent DNA replication assay. AID 588591. Potency, µM (titrated, usually from 114 µM), for inactives: at the top dose activity change, negative = inhibition, usual class: inhibitors; also: % is scaled to controls: 0 for no effect and ±100 for the full control effect
#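 Fluorescent replication assay: 50 nM final substrate added after a 15 min room-temperature compound preincubation with 10 nM enzyme. Signal taken at 0 min and again at 10 min.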
# POLK inh: inhibitors of human DNA polymerase kappa | Q9UBT6 | purified Pol kappa, fluorescent DNA synthesis assay, 10 min | Potency, µM (titrated, usually from 107 µM), for the others: at the highest dose activity, negative = inhibition, most hits filed as inhibitors | 400,000 tested, 0.53% active | AID 588579; also: % is scaled to controls: 0 for no effect and ±100 for the full control effect
#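 Pol kappa 10 nM + cpd, 15 min RT; start w/ substrate 50 nM final; fluorescence kinetic read, 0 and 10 min. Neg ctrl: buffer, no enzyme.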
# POLI inh: inhibitors of human DNA polymerase iota; 390,000 tested, 1% active; Potency, µM (titrated, usually from 115 µM), inactives show at the top dose activity, negative = inhibition, hits mostly inhibitors; Q9UNA4; Pol iota fluorescent replication assay, 10 min
#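 Pol iota at 10 nM preincubated 15 min with compounds at room temperature; reaction started with fluorescent substrate, 50 nM final. Fluorescence read kinetically at 0 and 10 min; buffer-only wells as negative control.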
# BAZ2B block: blocks human BAZ2B; Q9UIF8; AlphaScreen BAZ2B-H3K14Ac peptide displacement; Potency, µM (series often up to 114 µM), for the others: at the top dose activity change, negative = inhibition, most hits filed as inhibitors; 360,000 tested, 4.4% active; AID 504333; also: % is scaled to controls: 0 for no effect and ±100 for the full control effect; nearly all actives have a fitted effect of over 60% in size
# Target sequence (Q9UIF8 whole entry, looked up): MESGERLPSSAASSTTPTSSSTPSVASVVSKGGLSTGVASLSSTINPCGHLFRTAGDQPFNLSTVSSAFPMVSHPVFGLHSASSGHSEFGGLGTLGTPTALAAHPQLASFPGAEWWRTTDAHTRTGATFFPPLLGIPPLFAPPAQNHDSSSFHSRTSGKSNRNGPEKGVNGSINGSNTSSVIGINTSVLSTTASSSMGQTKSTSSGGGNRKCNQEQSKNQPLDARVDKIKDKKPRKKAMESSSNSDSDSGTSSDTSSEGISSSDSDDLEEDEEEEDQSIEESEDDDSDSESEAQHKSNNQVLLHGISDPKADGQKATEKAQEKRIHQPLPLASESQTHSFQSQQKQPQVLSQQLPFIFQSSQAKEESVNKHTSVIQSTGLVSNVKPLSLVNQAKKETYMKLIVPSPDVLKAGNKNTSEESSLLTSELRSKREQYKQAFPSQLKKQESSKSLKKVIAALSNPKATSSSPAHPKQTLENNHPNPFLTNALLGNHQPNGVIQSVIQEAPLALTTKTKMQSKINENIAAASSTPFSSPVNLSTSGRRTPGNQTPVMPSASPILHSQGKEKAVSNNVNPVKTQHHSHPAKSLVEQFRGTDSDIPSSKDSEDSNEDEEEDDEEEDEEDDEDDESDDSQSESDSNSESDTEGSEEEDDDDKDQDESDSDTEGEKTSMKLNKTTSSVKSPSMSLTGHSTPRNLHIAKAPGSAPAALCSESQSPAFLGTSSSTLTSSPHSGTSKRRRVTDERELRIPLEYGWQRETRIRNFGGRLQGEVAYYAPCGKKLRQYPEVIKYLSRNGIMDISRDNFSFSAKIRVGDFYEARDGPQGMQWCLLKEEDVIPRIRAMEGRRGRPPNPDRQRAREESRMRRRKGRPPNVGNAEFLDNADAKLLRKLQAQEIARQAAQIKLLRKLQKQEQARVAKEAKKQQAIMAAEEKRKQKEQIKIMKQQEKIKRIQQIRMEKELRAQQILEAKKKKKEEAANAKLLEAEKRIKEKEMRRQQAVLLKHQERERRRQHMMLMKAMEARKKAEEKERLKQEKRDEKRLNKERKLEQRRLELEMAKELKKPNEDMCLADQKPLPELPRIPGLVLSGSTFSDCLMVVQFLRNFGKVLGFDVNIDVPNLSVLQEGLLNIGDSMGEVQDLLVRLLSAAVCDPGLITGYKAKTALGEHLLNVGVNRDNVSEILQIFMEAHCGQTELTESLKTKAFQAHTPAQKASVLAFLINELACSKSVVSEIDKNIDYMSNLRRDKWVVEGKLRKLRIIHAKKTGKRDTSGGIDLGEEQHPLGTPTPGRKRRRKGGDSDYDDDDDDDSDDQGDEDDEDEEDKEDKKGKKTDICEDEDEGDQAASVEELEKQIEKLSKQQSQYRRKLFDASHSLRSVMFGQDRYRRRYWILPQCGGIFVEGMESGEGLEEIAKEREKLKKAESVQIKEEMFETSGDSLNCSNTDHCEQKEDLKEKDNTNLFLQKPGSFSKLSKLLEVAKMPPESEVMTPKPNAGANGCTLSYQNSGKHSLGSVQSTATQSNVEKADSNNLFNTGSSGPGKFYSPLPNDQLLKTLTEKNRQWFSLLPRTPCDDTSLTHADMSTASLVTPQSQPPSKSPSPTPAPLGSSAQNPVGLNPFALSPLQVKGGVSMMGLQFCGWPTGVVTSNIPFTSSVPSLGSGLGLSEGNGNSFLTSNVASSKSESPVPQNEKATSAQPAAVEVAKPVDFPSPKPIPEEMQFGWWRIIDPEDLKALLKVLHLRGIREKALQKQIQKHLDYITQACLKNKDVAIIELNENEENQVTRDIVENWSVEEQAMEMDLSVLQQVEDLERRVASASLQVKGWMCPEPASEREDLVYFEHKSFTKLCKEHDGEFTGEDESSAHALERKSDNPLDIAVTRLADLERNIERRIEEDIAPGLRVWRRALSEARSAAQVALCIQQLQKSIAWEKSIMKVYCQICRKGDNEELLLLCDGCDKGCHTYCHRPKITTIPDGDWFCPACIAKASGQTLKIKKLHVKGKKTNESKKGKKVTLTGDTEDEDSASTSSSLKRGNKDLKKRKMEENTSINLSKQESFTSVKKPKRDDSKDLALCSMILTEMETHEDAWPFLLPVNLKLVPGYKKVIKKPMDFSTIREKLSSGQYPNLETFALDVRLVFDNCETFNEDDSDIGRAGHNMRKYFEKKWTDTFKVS
#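 Complex of BAZ2B and biotin-H3K14Ac (50 nM apiece) forms over 30 min at RT, then faces library compounds up to 110 uM for another 30 min; AlphaScreen beads added, 20 min dark incubation, luminescence read.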
# G9a inh: G9a (human) methyltransferase inhibition; G9a H3K9 monomethylation, AlphaScreen, 2 h; Potency, µM (titrated, usually from 102 µM), for inactives: top-dose activity, negative = inhibition, actives largely listed as inhibitors; 350,000 tested, 8.8% active; AID 504332; also: % is scaled to controls: 0 for no effect and ±100 for the full control effect; nearly all actives have a fitted effect of over 75% in size
#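 Using a bead-based AlphaScreen, monomethylated H3K9 product from 2 h room-temperature reactions (G9a 20 nM, peptide 500 nM, SAM 20 uM) was detected with 0.5 ug/mL rabbit anti-H3K9me1 antibody.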
# JMJD2A Tudor inh: blocks the human JMJD2A Tudor domain; O75164; AlphaScreen JMJD2A-Tudor / H3K4me3 peptide binding; 390,000 tested, 4.4% active; Potency, µM (titrated, usually from 114 µM), for the others: top-dose activity change, negative = inhibition, usual class: inhibitors; also: % is scaled to controls: 0 for no effect and ±100 for the full control effect; nearly all actives have a fitted effect of over 50% in size
# APE1 inh: APE1 (human) endonuclease inhibition. P27695. recombinant APE1, TAMRA/BHQ-2 abasic DNA cleavage fluorescence. Potency, µM (series often up to 65.8 µM), inactives show at the highest dose activity change, negative = inhibition, hits mostly inhibitors. 350,000 tested, 0.35% active. AID 2517;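 also: plate controls were vehicle for no effect and reference inhibitor for full effect; nearly all actives have a fitted effect of over 55% in size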
#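 Incision of a quenched TAMRA/BHQ-2 THF abasic-site duplex (50 nM) by 0.75 nM APE1, after 15 min compound preincubation, measured as fluorescence increase over three 60 s reads. Values normalized to buffer, DMSO and NSC13755 control wells.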
# BLM inh: blocks DNA unwinding by human BLM helicase | recombinant BLM DNA unwinding, fluorescence dequenching | Potency, µM (highest dose often 56.1 µM), inactives show at the highest dose activity change, negative = inhibition, most hits filed as inhibitors | 350,000 tested, 0.2% active | AID 2528;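 also: plate controls were vehicle for no effect and no enzyme for full effect; nearly all actives have a fitted effect of over 35% in size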
# Pol beta inh: DNA polymerase beta (human) inhibition; P06746; Pol beta primer extension/strand displacement, fluorescence kinetic; Potency, µM (highest dose often 114 µM), inactives show at the highest dose activity change, negative = inhibition, usual class: inhibitors; 340,000 tested, 1.3% active; AID 485314; also: % is scaled to controls: 0 for no effect and ±100 for the full control effect
#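 Kinetic readout of DNA synthesis with strand displacement by Pol beta. Compound and 10 nM enzyme sit 15 min at room temperature; 50 nM substrate starts the reaction, read immediately and at 10 min.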
# * marks the source's active call; other numbers are inactive results; u = inconclusive; x = no result given; [ ] = dose if it differs, or a comment. Calls follow the shape of the dose curve; as a rule, active = well fitted curve in the direction sought with a large enough effect; inconclusive = small, poorly fitted or top-dose-only effect, or another doubt; inactive = no such curve, though single readings can be large; an effect the other way counts as inactive or inconclusive. Potency is read from the fitted curve at half-maximal effect. Only part of the results is shown; the hit share may differ from the screen's.
# Sample of the layout:
SMILES,Pol eta inh,POLK inh,POLI inh,BAZ2B block,G9a inh,JMJD2A Tudor inh,APE1 inh,BLM inh,Pol beta inh
COC(=O)CN(c1ccc(C)cc1)S(=O)(=O)c1c(C)[nH]c(=O)[nH]c1=O,-7%,-4%,10%,10%,u,-4%,8%,-4%,1%
Cc1nc(/C=C\C(=O)O)c2cc(C)oc2n1,9%,-5%,54%[activator],3%,-27%,-1%,-2%,-5%,-9%
Cc1cc(Nc2ccc(C(C)C)cc2)nc(-n2nc(C)cc2C)n1,-26%,-14%[60.1 µM],17%,-38%,8%[59 µM],u,x,-8%,2%

# All compounds of this part, repeating the preview:
SMILES,Pol eta inh,POLK inh,POLI inh,BAZ2B block,G9a inh,JMJD2A Tudor inh,APE1 inh,BLM inh,Pol beta inh
COC(=O)CN(c1ccc(C)cc1)S(=O)(=O)c1c(C)[nH]c(=O)[nH]c1=O,-7%,-4%,10%,10%,u,-4%,8%,-4%,1%
Cc1nc(/C=C\C(=O)O)c2cc(C)oc2n1,9%,-5%,54%[activator],3%,-27%,-1%,-2%,-5%,-9%
Cc1cc(Nc2ccc(C(C)C)cc2)nc(-n2nc(C)cc2C)n1,-26%,-14%[60.1 µM],17%,-38%,8%[59 µM],u,x,-8%,2%
O=S(=O)(/C=C/c1ccccc1)N1CCN(c2nc(-c3cccnc3)nc3ccccc23)CC1,-13%,-9%,38%[activator],u,-41%,-32%,-10%,-4%,0%
CCc1nn(CC(=O)N2CCCCC2)c(=O)c2cc3occc3n12,5%,4%,-18%,0%,37%[activator][59 µM],-4%,x,1%,43%
CCOC(=O)CCc1c(C)c2ccc(OCc3cc([N+](=O)[O-])ccc3OC)c(C)c2oc1=O,x,x,x,-11%,u,x,0%,-11%,u
O=S1(=O)NCC23CCC(CC21)O3 (stereo unspecified),x,2%,-17%,x,x,-5%,-7%,-2%,x
COC(=O)C1=C(C)NC(C)=C([N+](=O)[O-])[C@H]1c1ccccc1C(F)(F)F,x,-11%[19.4 µM],16%,x,x,x,-2%,-6%,x
CC(/C=N/N1CCN(c2ccccc2)CC1)=C\c1ccco1,-13%,-12%,-3%,-34%[57.1 µM],-21%,-31%,-4%,-4%,17%
COc1ccc(F)cc1C(=O)C1CCCN(C(=O)C2=C(C)OCCO2)C1 (stereo unspecified),-3%,-4%,-16%,3%,5%,-5%,-5%,-2%,-2%
CCN=c1sc(C(=O)NCCc2ccccc2)cc(=O)n1CC,6%,-25%,u,-1%,u,-16%,-3%,-5%,0%
Cn1ccc(C(=O)Nc2sc3c(c2C#N)CCC3)n1,79µM*,-30%,u,u,35µM*,1%,32%,-5%,-26%
Cc1ccc(CC(=O)Nc2ccc(Cl)cn2)cc1,-19%,-3%,17%,1%,24%,22%,26%,-3%,-4%
S=C(NC1CCCC1)NC1CCCC1,-21%,4%,14%,-6%,41%[activator][12.7 µM],-7%,-2%,-1%,-25%
Cc1[nH]cc(Br)c(=O)c1Oc1ncc(C(F)(F)F)cc1Cl,-4%,-1%,2%,3%,7%,-3%,-7%,2%,-16%
C#CCOCCOCCOCCNc1nc(N2CCOCC2)nc(N2CCN(C(=O)[C@H]([C@@H](C)CC)n3cc([C@@H](N)CC(C)C)nn3)CC2)n1,-2%,2%,-14%,-9%,11%[12.7 µM],-19%,0%,-1%,-11%
Cc1ccc(S(=O)(=O)/N=C(/c2ccccc2)N(C)c2ccc(O)cc2)cc1,-19%,0%,19%,4%,-2%,-18%,0%,-13%,9%
CCOc1ccccc1NC(=O)CC1(CC(=O)N2CCOCC2)CCCC1,-7%,-6%,33%[activator],u,0%[0.501 µM],-18%,36%,x,x
COc1cc2ncnc(NCc3ccc(C)o3)c2cc1OC,-1%,2%,2%,-31%,u,-34%,u,-2%,-3%
Cc1ccc(N(CC(=O)NCc2ccccc2)C(=O)CCC(=O)Nc2nccs2)cc1,-4%,-5%,3%,5%,25%,-20%,0%,-2%,28%
Oc1cccc2oc(=S)[nH]c12,-16%,-8%,-6%,x,x,u,x,x,x
COc1cccc(N2CC(NC(=O)c3ccc(S(=O)(=O)N4CCCC4)cc3)CC2=O)c1 (stereo unspecified),4%,-4%[60.1 µM],15%,0%,-2%[59 µM],-9%,x,0%,-1%
Cc1cccc(-c2c3c(=O)n(C)c(=O)n(C)c3cn2-c2ccccc2O)c1,8%,2%,-6%,-15%,u,-18%,-2%,-9%,-14%
CC(=O)c1ccc(C(=O)NC2CCCN(Cc3ccc(Cl)cc3)C2)s1 (stereo unspecified),-18%,-18%,19%,-19%,-5%,-17%,15%,1%,-22%
CC1CCN(c2c(NCC3CCC(C(=O)NCc4ccccc4)CC3)c(=O)c2=O)CC1 (stereo unspecified),-12%,10%,37%[activator],4%,-6%,-6%,-2%,5%,3%

# Reprinted at random: two records from the list.
SMILES,Pol eta inh,POLK inh,POLI inh,BAZ2B block,G9a inh,JMJD2A Tudor inh,APE1 inh,BLM inh,Pol beta inh
COc1cc2ncnc(NCc3ccc(C)o3)c2cc1OC,-1%,2%,2%,-31%,u,-34%,u,-2%,-3%
Oc1cccc2oc(=S)[nH]c12,-16%,-8%,-6%,x,x,u,x,x,x

# Next entries follow.
SMILES,Pol eta inh,POLK inh,POLI inh,BAZ2B block,G9a inh,JMJD2A Tudor inh,APE1 inh,BLM inh,Pol beta inh
Cc1cc2ccccc2n1-c1ccc(C(=O)N2CCCCC2)s1,-15%,-1%,28%,10%,-1%[59 µM],0%,x,-7%,1%
COc1ccc(NC(=S)Nc2ccccc2)c(OC)c1,4%,-8%,14%,-31%,16µM*,-14%,u,-7%,1%
CN(C)c1ccc(C(=S)NCc2ccco2)cc1,u,-13%,u,u,u,u,-6%,-13%,u
COc1ccccc1C(=O)Nc1ccc(S(=O)(=O)Nc2onc(C)c2C)cc1,-14%,1%,20%,-13%,-37%,2%,1%,2%,-1%
CCOc1ccc(NC(=O)CSc2nnc3c(C)cc4ccccc4n23)cc1,x,9%,19%,10%,20%[59 µM],0%,x,-2%,20%
Cc1cc(C)cc(N2C(=O)CC(Sc3nnnn3-c3ccccc3)C2=O)c1 (stereo unspecified),-16%,-15%,-27%[58.9 µM],u,-39%[0.501 µM],-15%,0%,-9%,-2%
COc1ccc(NC(=O)c2cncc(Br)c2)c(S(=O)(=O)N2CCOCC2)c1,-6%,1%,22%,9%,-10%,-2%,-1%,-2%,9%
CC(=O)c1ccc(OCc2cc(C(=O)N(C)C3CCOC3)no2)cc1 (stereo unspecified),0%,-16%,16%,-29%,37%,-4%,27%,1%,23%
COc1cc(SC)ccc1C(=O)Nc1cc(C)ccn1,3%,7%,-12%,0%,9%,2%,-9%,2%,3%
CCCN(CC1CC1)C(=O)CSc1ncnc2sccc12,-8%,12%,46%[activator],2%,40µM*,-7%,0%,-7%,11%
COc1ccc(C(Nc2ccc(S(=O)(=O)N3CCOCC3)cc2)C(=O)NCCC(C)C)cc1OC (stereo unspecified),-26%,-15%,176%[activator],1%,22%[59 µM],-14%,23%[12.4 µM],-1%,-3%
CCOC(=O)C1=CN(Cc2ccco2)S(=O)(=O)N(CC)C1c1ccccc1 (stereo unspecified),-9%,-19%,1%,x,x,-18%,4%,x,x
S=c1[nH]nc(-c2n[nH]c3c2CCC3)n1/N=C/C=C/c1ccccc1,-14%,-2%,u,-11%,x,50µM*,-4%,-3%,4%
O=C(NCc1ccc(F)cc1)c1cc2n(n1)CCCN(Cc1ccc(F)cc1)C2=O,-17%,-6%,21%,-13%,-24%[59 µM],-3%,x,-4%,-16%
c1ccc(Nc2nc(N3CCCCC3)nc(N3CCNCC3)n2)cc1,-4%,-10%,6%,-8%,u,-31%,-5%,-9%,11%
CCN(CC)CCn1c(SCC(=O)NCc2ccco2)nc2c(sc3ccccc32)c1=O,-13%,3%,u,-12%,u,-11%,19%,-16%,4%
Cc1ccc(-c2cc(C(=O)N3CCN(S(=O)(=O)c4ccc(Br)cc4)CC3)[nH]n2)cc1C,-2%,-10%,7%,-5%,4%[59 µM],-17%,x,-4%,48%
COc1ccccc1N(C)S(=O)(=O)c1ccc(C(=O)N2CCC(C(N)=O)CC2)cc1,-11%,7%,6%,3%,14%[12.7 µM],3%,2%,0%,10%
Cc1ccc(S(=O)(=O)/N=C(/c2ccccc2)N2CCOCC2)c(C)c1,8%,-6%,-8%,-19%,1%,-8%,-2%,1%,-2%
Cc1ccc(-c2nn(-c3cc(N4CCNCC4)ccc3[N+](=O)[O-])c(=O)c3ccccc23)cc1,-7%,-13%,23%,-37%,32µM*,u,-10%,-3%,-1%
Cn1cccc1Cc1nnc(SCC(=O)N2CCCC2)n1CCc1ccccc1,3%,-3%,-9%,u,u,-26%,-5%,-1%,-26%
O=C(NCCc1ccccc1)C1CCC(CNS(=O)(=O)c2ccc(Cl)cc2)CC1 (stereo unspecified),5%,-11%[60.1 µM],-21%,3%,4%[59 µM],3%,x,3%,10%
O=C(NCCSc1ccc(Cl)cc1)c1ccco1,-17%,6%,12%,3%,-14%,-18%,2%,1%,u
CC(NC(=O)C1CCCCC1)C(c1cccs1)N1CCOCC1 (stereo unspecified),-17%,-1%,-4%,3%,21%[12.7 µM],-1%,1%,2%,-16%
COc1cc(/C=N/N2CCN(Cc3ccc(Cl)cc3)CC2)ccc1OC(C)=O,-17%,-10%,7%,56µM*,x,45µM*,-4%,-8%,-2%
O=C(c1cccc(S(=O)(=O)N2CCCCC2)c1)N1CCc2ccccc21,-16%,1%,6%,-7%,17%[59 µM],-25%,11%,-4%,13%
CCOC(=O)C1=NN(c2ccccc2)C2=NC(C)=C(C(=O)OC)C(c3ccc(C)cc3)N12 (stereo unspecified),0%,3%,28%,12%,5%[59 µM],-6%,-1%,-9%,27%
CC(C)C(=O)Nc1ccc(Nc2ccccc2)cc1,3%,-20%,7%,-10%,-17%[59 µM],-21%[57.1 µM],-1%,-2%,6%
COc1ccc(/C=C(\C#N)c2nc3ccc(C)cc3[nH]2)cc1Oc1ccc(C(F)(F)F)cc1[N+](=O)[O-],-9%,0%,71%[activator],10%,0%[59 µM],-23%,-6%,-7%,u
Cc1ccccc1CC1(CO)CCCN(Cc2ccccc2Cl)C1 (stereo unspecified),-22%,0%,72%[activator],2%,14%,1%,24%,-6%,24%

# Sorted by value in POLI inh (high to low): 3 from the list above
compound | POLI inh
Cc1ccc(-c2nn(-c3cc(N4CCNCC4)ccc3[N+](=O)[O-])c(=O)c3ccccc23)cc1 | 23%
COc1ccc(NC(=S)Nc2ccccc2)c(OC)c1 | 14%
O=C(c1cccc(S(=O)(=O)N2CCCCC2)c1)N1CCc2ccccc21 | 6%

# Assay outcomes as filed in PubChem BioAssay.
